# Compound activity deposited in PubChem BioAssay by Sanford-Burnham Center for Chemical Genomics.
# NALP3 yeast inh – inhibitors of NALP3 inflammasome in yeast | inhibition, % at 10 µM | 330,000 compounds, 0.39% hits | Yeast reconstituted NLRP3/ASC/caspase-1, beta-gal luminescence, 24 h;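 active = inhibition of 50% or more; inactive = inhibition below 50%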;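 note: plate controls were induced DMSO wells for no effect and uninduced yeast grown without galactose for full effect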
# hIAP block – blocks human intestinal alkaline phosphatase. P09923. purified IAP, CDP-Star luminescence, 30 min. inhibition, % at 10 µM. 330,000 compounds, 0.12% hits. AID 2544;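 active = inhibition reaching a set limit with compound at 10 µM in the primary screen, cut at about 35% in these data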;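 note: plate controls were DMSO wells with enzyme for no effect and no-enzyme buffer wells for full effect; values of inactives mirror those of a sister screen read the other way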
# SENP1 inh – SENP1 (human) catalytic domain inhibition; inhibition, % at 10 µM; 360,000 compounds, 0.21% hits; recombinant SENP1 catalytic domain, CyPet-SUMO1-YPet FRET cleavage; Q9P0U3;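 active = inhibition at least 30% at 10 µM, raw YFP signal under a set limit, fluorescence ratio 0.5 to 1.5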;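 note: 0% = enzyme with DMSO and 100% = no enzyme wells; some results filed as inactive read as strong as hits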
# Target sequence (Q9P0U3 419-644 limits assumed): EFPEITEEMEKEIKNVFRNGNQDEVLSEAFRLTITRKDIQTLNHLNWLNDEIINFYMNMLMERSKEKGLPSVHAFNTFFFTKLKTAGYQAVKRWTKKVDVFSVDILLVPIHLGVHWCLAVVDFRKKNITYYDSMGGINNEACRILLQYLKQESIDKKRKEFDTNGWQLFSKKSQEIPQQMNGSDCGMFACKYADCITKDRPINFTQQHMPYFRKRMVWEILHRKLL
#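 Compound: 10 µM single point, 0.5% DMSO; Test system: hSENP1 catalytic domain, recombinant; Timing: 50 min reaction at room temperature; Technique: FRET, CFP and YFP emission; Control set: no-enzyme wells low, DMSO-plus-enzyme wells high control.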
# hIAP activ – human IAP activation. 330,000 compounds, 0.16% hits. AID 2524. P09923. purified human IAP, CDP-Star luminescence, 30 min; active compounds read high; 1 = vehicle-only enzyme, 0 = enzyme-free background. activation factor at 10 µM;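 active = activation factor of the enzyme at least 2-fold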; note: the source names both 10 and 20 µM as test concentration; values of inactives mirror those of a sister screen read the other way
# A3A deaminase – blocks human APOBEC3A ssDNA deamination; 330,000 compounds, 0.41% hits; inhibition, % at 20 µM; AID 493011; P31941; recombinant A3A, FAM/TAMRA ssDNA deamination fluorescence;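 active = at least 40% inhibition at 20 µM here, with at most 30% in a related deaminase screen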;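 note: plate controls were A3A with DMSO for no effect and wells lacking A3A enzyme for full effect; some results filed as inactive read as strong as hits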
# Target sequence (P31941 whole entry, looked up): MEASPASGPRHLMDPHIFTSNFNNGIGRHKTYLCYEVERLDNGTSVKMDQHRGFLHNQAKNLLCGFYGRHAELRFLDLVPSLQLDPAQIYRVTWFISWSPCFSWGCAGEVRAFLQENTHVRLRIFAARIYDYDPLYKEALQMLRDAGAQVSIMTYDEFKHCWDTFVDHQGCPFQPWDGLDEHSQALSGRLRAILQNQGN
# APOBEC3G inh – APOBEC3G (human) deaminase inhibition. 330,000 compounds, 0.28% hits. inhibition, % at 20 µM. Q9HC16. recombinant A3G, ssDNA deamination FAM/TAMRA fluorescence;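 active = inhibition of at least 40% at 20 µM, with no more than 30% in the related APOBEC3A deaminase screen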;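 note: plate controls were DMSO wells with A3G for no effect and wells lacking A3G enzyme for full effect; some compounds called inactive have numbers as strong as hits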
# Target sequence (Q9HC16 whole entry, looked up): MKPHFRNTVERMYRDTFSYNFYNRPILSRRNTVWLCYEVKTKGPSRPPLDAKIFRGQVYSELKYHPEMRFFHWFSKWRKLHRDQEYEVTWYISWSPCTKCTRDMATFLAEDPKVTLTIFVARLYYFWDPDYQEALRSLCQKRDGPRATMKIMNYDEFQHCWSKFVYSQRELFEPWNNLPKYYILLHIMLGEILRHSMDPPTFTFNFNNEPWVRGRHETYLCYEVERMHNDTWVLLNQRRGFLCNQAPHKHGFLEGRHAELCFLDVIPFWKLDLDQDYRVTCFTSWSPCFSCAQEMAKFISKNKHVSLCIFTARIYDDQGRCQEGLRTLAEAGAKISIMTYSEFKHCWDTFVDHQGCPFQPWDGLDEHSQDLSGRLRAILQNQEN
# MIN6 prolif – MIN6 beta-cell proliferation induction | MIN6 cells proliferation, ATPlite luminescence, 48 h; cells starved in 0.2% serum; 100% = growth in 10% serum | proliferation, % at 10 µM | 330,000 compounds, 0.29% hits | AID 2380;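 active = compounds whose signal lies at least 3.5 SD above the mean of all wells on their plate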;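 note: 0% = DMSO-treated cells in low-serum medium and 100% = 10% serum control; some compounds called inactive have numbers as strong as hits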
# mIAP block – blocks mouse intestinal alkaline phosphatase; AID 2806; purified mouse IAP, CDP-Star luminescence, 30 min; inhibition, % at 10 µM; 330,000 compounds, 0.2% hits;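 active = inhibition of at least 40% at 10 µM in the primary screen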;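 note: plate controls were DMSO with enzyme for no effect and no enzyme wells for full effect; values of inactives mirror those of a sister screen read the other way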
# mIAP act – increases mouse intestinal alkaline phosphatase activity; muIAP, CDP-Star luminescence, 30 min; active compounds read high; 1 = vehicle-only enzyme signal, 0 = enzyme-free wells; activation factor at 10 µM; 330,000 compounds, 0.24% hits; AID 2805;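 active = activation factor of at least 2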; note: the source names both 10 and 20 µM as test concentration; values of inactives mirror those of a sister screen read the other way
#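 System: mouse IAP enzyme. Reagent: CDP-Star chemiluminescent phosphatase substrate. Benchmarks: DMSO wells, no-enzyme wells. Times: 30 min enzyme-substrate-compound incubation at room temperature. Detection: luminescence from enzymatic CDP-Star hydrolysis. Doses: test compounds delivered from DMSO solution.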
# Active calls of the source: *; . = no result given. A portion of the library; rates above refer to the full screens.
SMILES,NALP3 yeast inh,hIAP block,SENP1 inh,hIAP activ,A3A deaminase,APOBEC3G inh,MIN6 prolif,mIAP block,mIAP act
C=C1CC2C=C(NC(C)=O)CC(C1)C2 (stereo not given),-10,14,-1,0.86,1,-5,0,12,0.88
C=CCc1cccc2cc(C(=O)NC3CCCC3)c(=O)oc12,16,16,0,0.84,0,-2,0,8,0.92
CCOC(=O)NC(=O)c1cn(Nc2ccccc2)c(=O)[nH]c1=O,8,-29,1,1.3,3,3,-3,6,0.94
O=C(Cn1c(=O)n(CCc2c[nH]c3ccccc23)c(=O)c2cccnc21)Nc1ccccc1F,16,6,-1,0.94,-1,-5,-1,6,0.94
C=CCN1CC(C(=O)N2CCC(Cc3ccc(Cl)cc3)(C(=O)OCC)CC2)CC1=O (stereo not given),-8,1,2,0.99,-2,-5,0,-6,1.1
O=C(Nc1ccccc1)Nc1cc(Cl)cc(Cl)c1,56*,-19,-1,1.2,-3,-2,-7,-384,4.8*
O=C(CSc1ncn[nH]1)Nc1nc(-c2cccc([N+](=O)[O-])c2)cs1,10,-35,2,1.3,3,0,-3,20,0.8
COCc1cc(C)nc(SCC(=O)NCc2ccco2)c1C#N,7,10,-1,0.9,0,-3,-4,2,0.98
COc1ccccc1C(=O)NC(C)C(c1cccs1)N1CCOCC1 (stereo not given),-3,1,0,0.99,-2,-5,0,0,1
Cc1nnc(SCc2ccccc2)n(N)c1=O,3,21,2,0.79,-1,-3,0,4,0.96
N#Cc1c2n(c3c(=O)n(Cc4ccc(Cl)cc4)cnc13)CCCC2,20,-18,0,1.2,-5,-5,-1,2,0.98
C=CCOC(=O)C1=C(C)NC(SCC(=O)Nc2ccc(C)c(Cl)c2)=C(C#N)C1c1ccco1 (stereo not given),13,6,-8,0.94,2,2,-3,0,1

# Looked up by structure from the entries so far, two records:
SMILES,NALP3 yeast inh,hIAP block,SENP1 inh,hIAP activ,A3A deaminase,APOBEC3G inh,MIN6 prolif,mIAP block,mIAP act
CCOC(=O)NC(=O)c1cn(Nc2ccccc2)c(=O)[nH]c1=O,8,-29,1,1.3,3,3,-3,6,0.94
Cc1nnc(SCc2ccccc2)n(N)c1=O,3,21,2,0.79,-1,-3,0,4,0.96

# (list continues)
SMILES,NALP3 yeast inh,hIAP block,SENP1 inh,hIAP activ,A3A deaminase,APOBEC3G inh,MIN6 prolif,mIAP block,mIAP act
Cc1cc(NC(=O)CCn2c(=O)sc3ccccc32)no1,14,-11,2,1.1,2,-1,-1,-4,1
Cc1cc(C)c2[nH]c(=O)c(CN(Cc3ccc4c(c3)OCO4)Cc3nnnn3C3CCCC3)cc2c1,10,16,1,0.84,2,-2,-4,14,0.85
CCn1cc(/C=C(\NC(=O)c2cc(OC)c(OC)c(OC)c2)C(=O)NCCN2CCOCC2)c2ccccc21,6,3,-10,0.97,-7,-3,-1,0,1
Cn1ccc(C(=O)N2CCCc3ccccc32)n1,7,1,1,0.99,-1,0,-2,5,0.95
CSCc1ccc(C(=O)NCC(c2cccs2)N2CCOCC2)cc1 (stereo not given),11,-6,-1,1.1,-2,-9,-2,7,0.93
CS(=O)Cc1cc(Sc2ccccc2)nc(-c2cccnc2)n1 (stereo not given),-1,15,-4,0.85,0,-2,-3,13,0.87
CC(CC(=O)Nc1cc([N+](=O)[O-])ccc1Cl)c1ccccc1 (stereo not given),3,12,2,0.88,4,0,0,-2,1
COc1cc(OC)cc(C(=O)NC(=S)NCc2ccco2)c1,26,26,2,0.74,1,-4,-4,-2,1
CN(CC(=O)Nc1c(Cl)cccc1Cl)C(=O)c1cc(-c2cccs2)nn1-c1ccccc1,-4,27,1,0.73,-2,-8,3,-7,1.1
O=C(NCc1ccc2c(c1)OCO2)C1COc2ccccc2O1 (stereo not given),11,13,0,0.87,-1,5,0,-1,1
CCc1ccc(CN(C)C(=O)c2cc(COc3cccc(C(F)(F)F)c3)on2)nc1,15,-10,0,1.1,-1,-4,-4,13,0.87
CCOc1cc(/C=N/NC(=O)c2ccc(NC(=O)C3CC3)cc2)ccc1O,-16,18,1,0.82,-5,-4,5,-3,1
CS(=O)(=O)c1ccc(C(=O)Nc2ccc(N3CCOCC3)cc2)c(Cl)c1,-11,-23,-1,1.2,-2,-5,2,3,0.97
COc1ccc(S(=O)(=O)N2CCC(C(=O)N3CCCCCC3)CC2)cc1,24,11,2,0.89,-5,-9,2,-4,1
COc1ccccc1C(=O)Nc1cc(C)on1,25,-16,4,1.2,-2,-3,-2,8,0.92
N#Cc1ccc(OCC(=O)NNC(=O)C2CCCCC2)cc1,11,0,1,1,3,-3,1,10,0.91
COC(=O)CC1COc2ccccc2N1C(=O)c1cccc(Cl)c1 (stereo not given),-12,-4,1,1,-1,-6,-2,9,0.91
COCCNC(=O)C(c1ccc(F)cc1)N(Cc1ccco1)C(=O)CCC(=O)Nc1nccs1 (stereo not given),18,-16,2,1.2,-6,15,1,-2,1
COC(=O)c1ccccc1NC(=O)CCCn1nc([N+](=O)[O-])c(Br)c1C,25,11,1,0.89,-2,-2,4,7,0.93
Cc1nn(-c2nc3ccccc3s2)c(N)c1-c1ccccc1,9,-2,0,1,-3,-2,-5,-8,1.1
O=C(NCc1csc(-c2cccs2)n1)c1ccccc1,32,-10,0,1.1,-1,-3,0,3,0.97
O=C(NC[C@H]1CCCO1)c1cccc2c1C(=O)c1ccc(-c3ccc(F)cc3OCc3ccccc3)cc1S2(=O)=O,20,18,16,0.82,1,-2,-3,13,0.87
O=C(NCCOC(=O)C1COc2ccccc2O1)C1COc2ccccc2O1 (stereo not given),12,11,2,0.89,-2,-5,2,5,0.95
CCOC(=O)c1[nH]c(C)c(/C(O)=C2\C(=O)C(=O)N(CCN(C)C)C2c2ccco2)c1C (stereo not given),12,-8,-2,1.1,-6,-5,-2,2,0.97

# Records listed so far that bear a hit mark in mIAP act.
Structure | NALP3 yeast inh | hIAP block | SENP1 inh | hIAP activ | A3A deaminase | APOBEC3G inh | mIAP block | mIAP act
O=C(Nc1ccccc1)Nc1cc(Cl)cc(Cl)c1 | 56* | -19 | -1 | 1.2 | -3 | -2 | -384 | 4.8*

# Following part:
SMILES,NALP3 yeast inh,hIAP block,SENP1 inh,hIAP activ,A3A deaminase,APOBEC3G inh,MIN6 prolif,mIAP block,mIAP act
COc1cccc(C(=O)N2CCN(Cc3ccc(OC)cc3OC)CC2)c1,21,14,0,0.86,-2,0,-2,1,0.99
CCOC(=O)N1CCC(NC(=O)CSCc2nc(-c3sccc3C)oc2C)CC1,12,-2,-2,1,1,4,6,12,0.89
CCOC(=O)C1CCN(S(=O)(=O)c2ccc3c(c2)NC(=O)C(C)S3)CC1 (stereo not given),14,-28,0,1.3,-5,-5,1,-4,1
Nc1nonc1-n1nnc(C(=O)N/N=C/c2cccnc2)c1-c1cccs1,15,-4,3,1,-4,-7,-1,8,0.92
O=C1c2ccccc2CN1CCSC(=S)N1CCOCC1,22,17,-2,0.83,-2,-3,0,1,0.99
CNC(=O)C1(C)C=CC2(CCCCC2)N1C(=O)OC (stereo not given),5,-17,1,1.2,0,-2,-3,-9,1.1
Cc1c(C(=O)OCC(=O)N2CCC(C)CC2)oc2ccccc12,44,0,2,1,-1,-8,-1,5,0.95
CCOc1ccc(N(C(C)C(=O)Nc2cccnc2)S(C)(=O)=O)cc1 (stereo not given),3,-8,1,1.1,-2,-6,-3,-1,1
COc1cc(NC(=O)CS(=O)(=O)c2ccccc2)cc(OC)c1OC,15,-16,1,1.2,-7,0,-3,-2,1
O=C(Cn1c(=O)oc2ccccc21)NCc1ccco1,11,-7,1,1.1,-1,-2,2,6,0.94
O=C(N=Nc1c(O)n(Cc2ccccc2)c2ccccc12)c1ccncc1,12,2,2,0.98,-4,-4,-2,6,0.94
O=C(COc1cccc(-n2cnnn2)c1)N1CCOCC1,2,10,1,0.9,1,-2,1,-15,1.1
CCOc1ccc(/C=C/C(=O)Nc2ccc(OC)cc2[N+](=O)[O-])cc1,19,11,70*,0.89,-8,-11,0,13,0.87
COc1ccc(-c2nc3ccccc3s2)cc1NC(C)=O,51*,3,-1,0.97,-4,-5,0,-1,1
O=C(O)c1ccc(C2(c3ccc(C(=O)O)cc3)OC(=O)c3ccccc32)cc1,8,-13,2,1.1,-3,-1,-4,-7,1.1
COc1ccc2[nH]cc(CCNC(=O)Cc3c(F)cccc3Cl)c2c1,13,5,0,0.95,-4,0,-3,-9,1.1
Cc1cc(OCC(O)CNC(C)(C)C)ccc1Cl (stereo not given),-6,-2,0,1,-2,5,3,5,0.95
O=C(c1ccc([N+](=O)[O-])c(CS(=O)(=O)c2ccc(Cl)cc2)c1)N1CCCCC1,10,0,0,1,-3,-7,-2,-3,1
O=C1CCC(C(=O)N2CCSCC2)CN1Cc1ccc(Cl)cc1 (stereo not given),12,-18,0,1.2,-4,-5,27*,-5,1
Cc1c(Cl)cccc1NC(=O)CCN1C(=O)C2CC=CCC2C1=O (stereo not given),9,-7,0,1.1,1,-9,1,-9,1.1
CCN(C(=O)c1cc2c(=O)n3cccc(C)c3nc2n1CCCOC)C1CCCCC1,12,-36,-62,1.4,-3,-5,-3,-38,1.4
CC(C)(C)OC(=O)N1CCN(C(=O)c2ncn(Cc3ccccc3)c2C(=O)N2CCN(C(=O)OC(C)(C)C)CC2)CC1,4,9,1,0.91,-1,-9,-3,-3,1
NS(=O)(=O)c1ccc(CCNC(=O)CSc2ccc(Cl)cc2)cc1,-4,-10,1,1.1,-2,-3,-1,8,0.92
CCOc1cc(C2NC(=O)NC(C)=C2C(C)=O)cc(Cl)c1OCC(=O)O (stereo not given),-8,-2,1,1,1,1,-1,-6,1.1
Cc1cc(=O)n2nc(N3CCCC(C(=O)NCCCN4CC(C)CC(C)C4)C3)sc2n1 (stereo not given),18,-2,1,1,-1,-5,2,0,1
Cn1c(SCC(=O)NC2CCCC2)nnc1C(F)(F)F,3,4,1,0.96,-3,-2,-6,1,0.99
Cc1c(O)ccc(NC(=O)/C=C/c2ccccc2)c1C,20,14,1,0.86,0,-4,-2,-9,1.1
CC(C)CC(=O)Nc1ccc(Oc2ccc3c(c2)C(=O)NC3=O)cc1,18,-10,0,1.1,-4,-3,-3,8,0.93
N=c1c(-c2nc3ccccc3[nH]2)cc(C(=O)c2cccs2)nn1-c1ccc(Cl)cc1,16,1,.,0.99,-5,-7,-5,6,0.94
COc1ccc(N2CCN(C3CCCN(Cc4ccc(F)cc4)C3)CC2)cc1 (stereo not given),22,-40,1,1.4,-5,-8,1,11,0.89
CC1CCCCN1S(=O)(=O)c1ccc(S(=O)(=O)N2CCN(C)CC2)cc1 (stereo not given),14,0,-1,1,-5,-9,-2,-3,1
CCCCOC(=O)Nc1ccc(S(=O)(=O)Nc2cc(C)nc(C)n2)cc1,11,-11,0,1.1,-1,-7,1,-3,1
CNC(=S)N1N=C(c2ccc(OC)cc2)CC1c1ccccc1Cl (stereo not given),15,-3,-2,1,-4,-3,-3,11,0.89
O=C(/C=C/c1ccccc1Cl)NCc1ccco1,2,1,0,0.99,-1,-3,-1,0,0.99
Cc1onc(-c2c(Cl)cccc2Cl)c1C(=O)O/N=C(\C#N)c1c(Cl)cccc1Cl,0,-6,0,1.1,-2,-3,3,-1,1
